HTT cytoprotect: cytoprotection in Huntington HTT-Q103 PC12 cell model | Potency, µM (series often up to 56.4 µM), inactives show cytoprotection (ATP increase), usual class: activators | PC12 HTT-Q103 induced, cytoprotection, ATP luminescence, 40 h | AID 1471 | actives 0.14% (n = 230,000);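 further: % of control where 0% means no effect; nearly all actives have a fitted effect of over 45% in size; toxic huntingtin expression switched on by the ecdysone agonist tebufenozide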
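Rat PC12, Q103 Htt exon1-GFP fusion, ecdysone promoter; tebufenozide inducer 100 nM final; compound titration; qHTS, 1500 cells/well; ATPlite luminescent read.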
Tau ThT inhib: tau fibrillization inhibition (ThT binding) | AID 1460 | P10636 | Potency, µM (doses to about 57.4 µM), for the others: at the top dose activity, negative = inhibition, most hits filed as inhibitors | actives 2.1% (n = 270,000) | recombinant tau K18 P301L, heparin-induced fibrillization, ThT fluorescence; further: on the % scale 0 is the no-effect control and ±100 the full control effect; nearly all actives have a fitted effect of over 55% in size
Target sequence (P10636 561-689 P618L limits assumed): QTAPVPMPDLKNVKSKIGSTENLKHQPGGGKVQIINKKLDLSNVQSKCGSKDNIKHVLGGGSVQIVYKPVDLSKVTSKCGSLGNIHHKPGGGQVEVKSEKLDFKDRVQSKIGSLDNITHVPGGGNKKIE
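Heparin-induced (20 uM) aggregation of recombinant human K18 P301L tau, 15 uM unlabeled with 0.24 uM labeled, pH 7 acetate buffer, 6 hr at 37 C with compound. Fibrils quantified by 30 uM ThT fluorescence after 1 hr ambient incubation.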
GAA glycogen mod: inhibitors or activators of human alpha-glucosidase glycogen cleavage; actives 0.38% (n = 300,000); P10253; recombinant GAA, glycogen substrate, Amplex Red glucose oxidase fluorescence; Potency, µM (titrated, usually from 76.4 µM), for the others: at the top dose activity change, negative = inhibition, actives largely listed as inhibitors;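 further: 0% = full enzyme reaction and -100% = no-enzyme basal signal; the screen sought inhibitors and activators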
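qHTS, 1536-well; enzyme 4 nM final; cpd up to 77 uM; substrate bovine liver glycogen 30 ug; 50 mM citrate/phosphate pH 5.0, 0.01% Tween-20; 37 C, 40 min; Amplex Red detection 45 min RT; Hill fit → AC50.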
GLA spleen mod: inhibits or activates alpha-galactosidase in human spleen homogenate; P06280; human spleen homogenate, 4MU-alpha-Gal fluorescence, 40 min; Potency, µM (titrated, usually from 80 µM), inactives show at the highest dose activity change, negative = inhibition, hits mostly inhibitors; actives 0.008% (n = 240,000);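 further: 0% = enzyme with vehicle and -100% = no enzyme basal signal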
Target sequence (P06280 32-429 limits assumed): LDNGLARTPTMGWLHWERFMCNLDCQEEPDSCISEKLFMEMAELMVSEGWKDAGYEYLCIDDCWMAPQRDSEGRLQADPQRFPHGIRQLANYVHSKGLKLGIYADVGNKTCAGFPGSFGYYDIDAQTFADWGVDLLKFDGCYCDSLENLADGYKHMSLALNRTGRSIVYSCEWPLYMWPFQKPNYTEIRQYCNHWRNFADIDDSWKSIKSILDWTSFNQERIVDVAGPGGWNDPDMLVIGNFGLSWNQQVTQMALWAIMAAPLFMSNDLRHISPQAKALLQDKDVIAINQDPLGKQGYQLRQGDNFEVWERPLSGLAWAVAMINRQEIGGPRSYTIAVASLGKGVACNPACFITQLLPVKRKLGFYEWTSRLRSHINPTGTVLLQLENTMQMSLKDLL
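Human spleen homogenate (1 ug) as enzyme source, 4-methylumbelliferyl-alpha-D-galactopyranoside 1 mM final, citrate/phosphate pH 5.0 with 0.01% Tween-20. Compounds 40 min at 37C, NaOH/glycine stop; fluorescence Ex 365/Em 440, Hill-fit AC50.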
GAA inh: alpha-glucosidase (human) inhibition. P10253. purified human GAA, 4-MU-alpha-glucoside fluorescence. Potency, µM (doses to about 76.9 µM), without a hit: top-dose activity change, negative = inhibition, usual class: inhibitors. actives 0.005% (n = 200,000). AID 1466;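 further: plate controls were uninhibited enzyme wells for no effect and no-enzyme background for full effect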
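Compounds are titrated up to 77 uM against 4 nM human enzyme. Substrate 4-methylumbelliferyl-alpha-D-pyranoside (400 uM) reacts 20 min at room temperature in pH 5.0 buffer; liberated 4-methylumbelliferone is read at 440 nm.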
aGlu spleen mod: inhibits or activates alpha-glucosidase in human spleen homogenate. human spleen homogenate, 4-MU-alpha-glucoside fluorescence. actives 0.006% (n = 240,000). AID 2112. Potency, µM (titrated, usually from 79.9 µM), inactives show top-dose activity change, negative = inhibition, most hits filed as inhibitors. P10253;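 further: 0% = enzyme with vehicle and -100% = no enzyme basal signal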
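Enzyme source: human spleen homogenate, 1 ug/well. Buffer 50 mM citric acid/K phosphate pH 5.0, 0.01% Tween-20. 4-MU-alpha-glucoside 1 mM; 37 C x 40 min; NaOH/glycine stop; fluorescence.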
Tau fibril FP: blocks human tau fibril formation measured by polarization; P10636; K18 P301L tau heparin fibrillization, Alexa594 FP, 6 h; Potency, µM (highest dose often 57.7 µM), without a hit: top-dose activity, negative = inhibition, actives largely listed as inhibitors; actives 0.39% (n = 280,000); further: on the % scale 0 is the no-effect control and ±100 the full control effect; nearly all actives have a fitted effect of over 55% in size
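Steps: dispense K18 P301L tau (15 uM plus 0.24 uM Alexa 594 tracer, final) in pH 7 sodium acetate; add compound; add heparin (20 uM final); incubate 6 hr, 37 C; add ThT (30 uM final); after 1 hr ambient, read FP.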
Tau fluor counter: counter-screen for tau fibril formation inhibitors. tau K18 P301L (four-repeat tau fragment) Alexa594 fluorescence, heparin fibrillization. Potency, µM (series often up to 57.7 µM), without a hit: at the top dose activity change, negative = decrease. actives 0.93% (n = 280,000). AID 1463; further: on the % scale 0 is the no-effect control and ±100 the full control effect; nearly all actives have a fitted effect of over 55% in size
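Human K18 P301L tau (15 uM unlabeled plus 0.24 uM Alexa 594-labeled, final) in 100 mM sodium acetate pH 7 was mixed with compound and 20 uM heparin and incubated 6 hr at 37 C.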
Starred values were filed as active, the others as inactive; ? = inconclusive; . = no result given; & = joins results of further samples; [ ] = another dose, or the depositor's remark. The call rests on the fitted dose curve; in most records, active means well fitted curve in the direction sought with a large enough effect; inconclusive means small, poorly fitted or top-dose-only effect, or another doubt; inactive means no such curve, though single readings can be large; an effect the other way counts as inactive or inconclusive. Potency means the concentration at half of the fitted maximal effect.

Results follow in this order: Tau fibril FP | HTT cytoprotect | GLA spleen mod | GAA glycogen mod | aGlu spleen mod | GAA inh | Tau fluor counter | Tau ThT inhib
1. COCCCNC(=O)Cn1cc(/C=C(\C#N)C(=O)N2CCN(c3ccccc3)CC2)c2ccccc21
 : 6% | 2%[10 µM] | 5% | -1% | 0% | -1% | -22% | -17%
2. CCN(CCCNC(=O)CSc1cc(=O)n(CC)c2ccccc12)c1ccccc1
 : 0% | . | . | 7%[76.3 µM] | . | . | ? | ?
3. CCOC(=O)C1C(C(=O)OC)=C(C(=O)OC)c2ccccc2N1S(=O)(=O)C(F)(F)F (stereo not drawn)
 : 4% | 13% | -9% | . | -3% | . | -4% | -6%
4. O=C(CSc1nnc(-c2cccnc2)n1C1CCCCC1)NC1CCCCC1
 : -1% | -18%[10 µM] | -11% | 1% | -8% | -4% | 3% | -4%
5. CS(=O)(=O)NC1c2cccc3cccc(c23)C1N1CCOCC1 (stereo not drawn)
 : -7% | 23%[10 µM] | -6% | -9% | -1% | -1% | 0% | -7%
6. Cc1noc(N)c1C(=O)Nc1ccc(C(C)(C)C)cc1
 : -2% | -80%[inhibitor] | -2% | -23% | 3% | ? | -11% | -9%
7. O=C(O)CN(c1ccccc1)S(=O)(=O)c1cc(C(F)(F)F)cc(C(F)(F)F)c1
 : 3% | -7% | -12% | -18% | 11% | 1% | 2% | 1%
8. CCN(CC)S(=O)(=O)c1ccc(NS(=O)(=O)c2ccc(C)c(C)c2)cc1
 : -12% | 8% | 8% | -2% | 6% | -7% | ? | -8%
9. COc1ccc(N2C(=O)C(=O)/C(=C(/O)c3ccc(C)cc3)C2c2cccnc2)cc1 (stereo not drawn)
 : 4% | -2%[10 µM] | -3% | -3% | -9% | -7% | -6% | ?
10. COC(C(=O)N/N=C(\C)CC(=O)Nc1ccc(N(C)C)cc1)c1ccccc1 (stereo not drawn)
 : -5% | -6%[10 µM] | 0% | ? | -2% | -7% | ? | ?
11. CCC1Oc2ccccc2N(CC(=O)NCCc2ccc(OC)c(OC)c2)C1=O (stereo not drawn)
 : -1%&2% | 21%[1.9 µM] | 6% | 1% | 0% | 0% | 4%&-3% | 6%&-2%
12. CC(=O)/C(C#N)=C1\NC(=O)C(Cc2ccccc2)S1 (stereo not drawn)
 : -1% | -13% | 7% | 3% | 2% | -7% | -25% | ?
13. COc1ccccc1Nc1nc(N)nc(CSc2nnc(C)s2)n1
 : 2% | -9%[0.074 µM] | 0% | -4% | -2% | -3% | 1% | -1%
14. Cc1nc(C)n(C(C)CC(=O)O)n1 (stereo not drawn)
 : 14% | -1%[10 µM] | -2% | -3% | 3% | 4% | 8% | -1%
15. COc1ccccc1CNC(=O)Cn1cccc1
 : 0% | -22% | -3% | 0% | -10% | ? | -1% | -6%
16. Cc1ccc(S(=O)(=O)NCCOc2nc(N3CCOCC3)nc(N3CCOCC3)n2)cc1
 : -3% | 7% | 5% | 5% | 1% | 1% | -5% | -10%
17. O=C(CS(=O)(=O)c1ccccc1)Nc1nc(-c2ccccc2)cs1
 : -2% | 16%[10 µM] | 5% | -9% | -5% | -5% | ? | -17%
18. CC(=O)Nc1ccc(C(=S)NCC2(N(C)C)CCCCC2)cc1
 : -5% | -19% | 2% | 4% | 1% | 2% | -1% | -5%
19. CCOC(=O)c1sc(NC(=O)Cc2c(F)cccc2Cl)nc1C
 : -9% | -56%[inhibitor] | -2% | 1% | 2% | -2% | ? | -11%
20. Cc1nc2nc(-c3cccnc3)[nH]n2c(=O)c1C
 : -3% | -14% | 6% | 2% | -7% | -2% | -2% | -10%
21. CSc1nnnn1CCn1nnnc1SC
 : -7% | -10% | 6% | -5% | 7% | -7% | -6% | -9%
22. COc1ccc(-c2nnc(SCC#N)o2)cc1
 : 4% | 8%[10 µM] | -14% | 7% | -8% | 4% | 0% | -15%
23. Cc1ccc(-c2nc(-c3ccccc3)no2)c(Cl)c1
 : -13% | -126%[inhibitor] | 0% | 6% | -4% | -3%[15.4 µM] | -16% | -13%
24. O=C(CP(=O)(CO)CO)c1ccc(Cl)cc1
 : 0% | 3%[10 µM] | -3% | 8% | -1% | -3% | 7% | 0%
25. O=S(=O)(Nc1ccc(S(=O)(=O)N2CCCCC2)cc1)c1ccc(Br)s1
 : -1% | -1% | 0% | -7% | -15% | -8% | -16% | -1%
26. CCOC(=O)CC1=C(C(=O)OCC)C(c2ccc(C)o2)C(C#N)=C(N)O1 (stereo not drawn)
 : 8% | 18%[1.9 µM] | 2% | -16% | 1% | 2% | 12% | -1%
27. Cc1ccc(NC(=S)N(Cc2cccs2)Cc2cc3cccc(C)c3[nH]c2=O)cc1
 : ? | -1%[1.9 µM] | -4% | 8% | -2% | -8% | -12% | -1%
28. Cc1c(Cl)c(=O)oc2cc(OCC(=O)NCc3cccs3)ccc12
 : -3% | 19%[10 µM] | 4% | 11% | -3% | 15% | -12% | -16%
29. CCOc1cc(C2C(C#N)=C(N)Oc3n[nH]c(-c4ccncc4)c32)cc([N+](=O)[O-])c1O (stereo not drawn)
 : -4% | ? | -6% | 2% | -9% | 0% | -19% | ?
30. Cc1ccc(C)c(OCC(O)CN2C(C)CCCC2C)c1 (stereo not drawn)
 : 4% | -1%[10 µM] | 7% | 6% | 5% | -1% | 6% | -2%
31. COCCNC(=O)CNC(=S)N(Cc1ccccc1)Cc1cccnc1
 : 3% | 6%[10 µM] | -10% | 14% | -11% | 3% | -4% | 3%
32. Cc1ccc(S(=O)(=O)N2CCN(c3ccc([N+](=O)[O-])c(Sc4nncn4C)c3)CC2)cc1
 : 12% | 10%[10 µM] | -13% | 1% | -13% | -23% | -20% | ?
33. Cc1ccc(C)c(N2CCN(C(=S)Nc3ccc4nc(N5CCOCC5)cc(C)c4c3)CC2)c1
 : ? | -25% | 25% | -13% | -5% | ? | -30% | ?
34. CC(C)c1nnc(NC(=O)c2ccc3c(c2)OCO3)s1
 : -8% | . | -3% | -4% | -4% | 5% | 3% | 2%
35. CCOc1cc(C2NC(=O)NC(c3ccccc3)=C2C(C)=O)ccc1OCC(N)=O (stereo not drawn)
 : 8% | -2% | -4% | 1% | 2% | 0% | 0% | -5%
36. CC1OC23CCCCC2C(C#N)(C(=N)O3)C1(C#N)C#N (stereo not drawn)
 : -13% | 18%[10 µM] | ? | -2% | 9% | ? | -11% | -17%
37. CCOC(=O)C1CCCN(c2c(Nc3cc(C)cc(C)c3)c(=O)c2=O)C1 (stereo not drawn)
 : 6% | 5% | 0% | 5% | 4% | -5% | -13% | -5%
38. CN(c1cccc(NS(=O)(=O)c2cccs2)c1)S(C)(=O)=O
 : -1% | -17%[0.074 µM] | 10% | 8% | 7% | 4% | -3% | -2%
39. CCCN(CC(=O)Nc1ccc(F)c(F)c1F)Cc1cc(=O)n2ccsc2n1
 : 4% | -10% | 8% | 9% | 5% | -9% | -5% | -5%
40. CCOc1ccc(NC(=S)NNC(=S)Nc2cccc(C(F)(F)F)c2)cc1
 : ? | -4%[10 µM] | 1% | ? | -1% | 0% | 28µM*[quencher] | 32µM*
41. N/C(=N\c1nc2ccccc2o1)NC(=O)C(Cc1ccccc1)N1C(=O)c2ccccc2C1=O (stereo not drawn)
 : ? | -18% | 5% | 1% | -5% | -15% | -23% | -13%
42. COc1ccc(/C=N/NC(=O)c2cccc(Br)c2)cc1Cn1cc(Cl)cn1
 : -15% | -59%[inhibitor] | 2% | 5% | -8% | 1% | ? | -19%
43. O=C1/C(=C\c2ccncc2)SC(=S)N1C1CCCCC1
 : 9% | 5%[10 µM] | -1% | -4% | 1% | 4% | -5% | -10%
44. O=C(NC(=S)NCC1CCCO1)c1cccs1 (stereo not drawn)
 : -3% | 10%[0.074 µM] | 2% | 10% | 10% | -6% | 1% | 0%
45. Cc1cccc2cc(CN(Cc3nnnn3C3CCCCC3)C3CCCC3)c3nnnn3c12
 : 6% | -2%[10 µM] | 4% | 4% | -15% | ? | -6% | -16%
46. N#CCCC1CCCC=C1N(Cc1ccccc1)C(=O)C(Cl)Cl (stereo not drawn)
 : -2% | 19%[10 µM] | 1% | 6% | -4% | . | -6% | 5%
47. O=C(O)c1c[nH]c(=O)c2ccccc12
 : -1% | -11% | 6% | -5% | -2% | -6% | 6% | 1%
48. O=C(c1cc2cc([N+](=O)[O-])ccc2oc1=O)N1CCOCC1
 : -3%[2.34 µM] | 8%[10 µM] | -6% | 13% | -2% | ? | -6% | ?
49. CC(=O)Nc1nnc(SCC(=O)c2ccc3c(c2)Cc2ccccc2-3)s1
 : -19% | -4%[10 µM] | -1% | 12% | -2% | -3% | -18% | ?
50. CN(C)S(=O)(=O)c1cccc(-c2nnc(SCc3cc(Cl)cc4c3OCOC4)n2N)c1
 : -9% | -17%[10 µM] | 4% | -7% | -6% | -9% | -17% | -22%
51. CCOCCOCCC(C(=O)O)P(=O)(c1ccccc1)c1ccccc1 (stereo not drawn)
 : 2% | -19% | 14% | 5% | 8% | -9% | -6% | -10%
52. O=C(NCCNC(=O)c1cccs1)c1ccco1
 : -3% | -1%[10 µM] | -17% | 4% | 5% | -2% | -6% | -7%

Single records, from the list above. Order of values: Tau fibril FP | HTT cytoprotect | GLA spleen mod | GAA glycogen mod | aGlu spleen mod | GAA inh | Tau fluor counter | Tau ThT inhib
Listed for CN(c1cccc(NS(=O)(=O)c2cccs2)c1)S(C)(=O)=O = -1% | -17%[0.074 µM] | 10% | 8% | 7% | 4% | -3% | -2%
Listed for CCOc1ccc(NC(=S)NNC(=S)Nc2cccc(C(F)(F)F)c2)cc1 = ? | -4%[10 µM] | 1% | ? | -1% | 0% | 28µM*[quencher] | 32µM*
Listed for CCOc1cc(C2NC(=O)NC(c3ccccc3)=C2C(C)=O)ccc1OCC(N)=O (stereo not drawn) = 8% | -2% | -4% | 1% | 2% | 0% | 0% | -5%
Listed for O=C(c1cc2cc([N+](=O)[O-])ccc2oc1=O)N1CCOCC1 = -3%[2.34 µM] | 8%[10 µM] | -6% | 13% | -2% | ? | -6% | ?

Source: PubChem (National Center for Advancing Translational Sciences (NCATS))
